Compound activity from PubChem BioAssay.
E coli growth – counter-screen for AddAB inhibitors: E. coli growth inhibition; E. coli V3065 growth, OD600 absorbance, 18 h; inhibition, % at 11.9 µM; hit rate 0.27% among 330,000;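 active = inhibition above the campaign's mean inhibition across all tested compounds plus 3 SD, cut at about 9.9% in these data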;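 also: uninfected addAB+ strain grown without phage in ampicillin broth; 0% = DMSO wells and 100% = ciprofloxacin 0.95 µg/ml wells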
HTR5A ag ctr – HTR5A agonism, opioid heterodimer counter-screen | P47898 | HTR5A agonist assay, luminescence, cell-based | activation, % at 9.3 µM | hit rate 0.61% among 340,000 | AID 504692; in the data active = activation mostly above about 9.5%, no sharp cut-off; inactive = mostly below about 7.6%;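 also: 0% = cells with vehicle only and 100% = reference agonist; strong numbers were not always called active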
AddAB inh – less growth of phage-infected E. coli with AddAB. hit rate 0.29% among 330,000. E. coli expressing H. pylori AddAB, absorbance growth. inhibition, % at 11.9 µM; in the data active = inhibition above about 12%;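 also: 0% = vehicle wells of infected cells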
PfHsp90 set2 – growth inhibition of yeast expressing Plasmodium Hsp90 | S. cerevisiae expressing PfHsp90, BacTiter-Glo ATP, 48 h; yeast lacking PDR1 and PDR3 efflux regulators | hit rate 0.32% among 310,000 | inhibition, % at 9.4 µM;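 active = every replicate shows inhibition above about 80%, whatever the replicate mean, limit read from the data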;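 also: 0% = DMSO neutral controls and 100% = 20 µM radicicol positive controls; yeast relying on Plasmodium falciparum Hsp90 in place of its own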
DSG3 Ab inh – inhibitors of pemphigus antibody binding to human desmoglein-3; P32926; DSG3-coupled beads, scFv-anti-DSG3-GFP binding, flow cytometry; active compounds read low; binding (percent of control), % at 10 µM; hit rate 0.48% among 310,000; AID 588358;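 active = binding more than 3 SD below its plate's average and above zero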;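 also: hits lower antibody fragment binding to DSG3; some compounds called inactive have numbers as strong as hits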
Target sequence (P32926 whole entry, looked up, the tested form may be a part): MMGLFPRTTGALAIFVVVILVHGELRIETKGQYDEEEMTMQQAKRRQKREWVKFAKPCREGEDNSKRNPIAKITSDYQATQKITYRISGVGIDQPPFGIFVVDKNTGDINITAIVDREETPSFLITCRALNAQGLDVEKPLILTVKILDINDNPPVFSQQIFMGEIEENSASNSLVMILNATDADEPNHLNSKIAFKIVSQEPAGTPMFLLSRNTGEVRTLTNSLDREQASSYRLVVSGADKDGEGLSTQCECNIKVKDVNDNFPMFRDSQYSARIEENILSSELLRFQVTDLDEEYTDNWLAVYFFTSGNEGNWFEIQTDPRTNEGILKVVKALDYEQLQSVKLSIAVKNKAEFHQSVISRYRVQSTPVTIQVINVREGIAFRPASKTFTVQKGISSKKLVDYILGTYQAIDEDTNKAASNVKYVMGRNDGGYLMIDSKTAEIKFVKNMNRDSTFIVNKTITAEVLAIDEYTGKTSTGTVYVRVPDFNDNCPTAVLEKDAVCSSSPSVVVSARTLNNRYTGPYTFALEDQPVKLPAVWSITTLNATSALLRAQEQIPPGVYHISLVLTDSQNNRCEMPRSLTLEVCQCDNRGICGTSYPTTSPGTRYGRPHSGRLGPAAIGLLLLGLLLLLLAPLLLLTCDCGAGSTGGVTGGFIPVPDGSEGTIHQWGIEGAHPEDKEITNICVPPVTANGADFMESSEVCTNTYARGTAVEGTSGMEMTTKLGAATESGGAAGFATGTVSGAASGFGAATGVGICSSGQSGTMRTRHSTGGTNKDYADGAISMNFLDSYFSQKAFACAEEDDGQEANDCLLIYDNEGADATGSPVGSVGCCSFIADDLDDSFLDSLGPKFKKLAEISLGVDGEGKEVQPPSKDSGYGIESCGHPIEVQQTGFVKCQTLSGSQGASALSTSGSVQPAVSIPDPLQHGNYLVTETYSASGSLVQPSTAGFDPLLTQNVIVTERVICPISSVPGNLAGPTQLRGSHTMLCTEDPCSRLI
MOR-DOR inv ag – inverse agonist of human OPRM1-OPRD1 heterodimerization. cell-based MOR-DOR heterodimer luminescence, inverse agonism. inhibition, % at 9.3 µM. hit rate 0.21% among 340,000. AID 504357; in the data active = inhibition above about 22%, passing the limit was not always enough;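 also: 0% = cells with DMSO and 100% = wells without cells with DMSO; values of inactives mirror those of a sister screen read the other way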
OPRM1-OPRD1 ag – OPRM1-OPRD1 heterodimerization agonism | P35372+P41143 | cells, luminescence | activation, % at 9.3 µM | hit rate 0.3% among 340,000 | AID 504326; in the data active = activation above about 18%;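 also: 0% = vehicle-treated cells and 100% = reference agonist; values of inactives mirror those of a sister screen read the other way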
SUMO Mot1 rescue – inhibitors of SUMOylation pathway: yeast Mot1-301 growth rescue. hit rate 1% among 320,000. S. cerevisiae Mot1-301 growth rescue, ATP luminescence, 38.5C; percent above DMSO median, 100 means doubled. growth rescue, % at 18.8 µM. AID 2716;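 active = every valid replicate shows activation above 250% relative to neutral control wells; inactive = the rest, any valid replicate at or below 250%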;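 also: OY570 slx delta 5 strain wells were the positive control but not used for scaling; some compounds called inactive have numbers as strong as hits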
phage Ecoli inh – E. coli growth loss with phage present; inhibition, % at 11.9 µM; growth absorbance; hit rate 0.26% among 360,000; in the data active = inhibition above about 11%
PKA-R1A act – PKA-R1A complex activation; P00514+P68181; PKA-R1A dissociation, Cy5-IP20 fluorescence polarization; scaled: DMSO 0%, 113 µM cGMP 100%; activation, % at 11.4 µM; hit rate 0.083% among 340,000;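 active = percent activation above the mean of all tested compounds plus 3 SD, cut at about 19% in these data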;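 also: higher means more PKAc released from R1A so a rise in polarization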
HTR5A inv ctr – inverse agonist of human HTR5A in OPRM1-OPRD1 counter-screen; P47898; HTR5A cell line, luminescence, inverse agonism; inhibition, % at 9.3 µM; hit rate 0.083% among 340,000; in the data active = inhibition mostly above about 23%, no sharp cut-off; inactive = mostly below about 18%;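 also: 0% = cells with DMSO and 100% = no-cell wells with DMSO; some compounds called inactive have numbers as strong as hits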
* marks the source's active call; other numbers are inactive results; . = no result given.

| entry | SMILES | E coli growth | HTR5A ag ctr | AddAB inh | PfHsp90 set2 | DSG3 Ab inh | MOR-DOR inv ag |
| --- | --- | --- | --- | --- | --- | --- | --- |
| 1 | COc1ccc(NC(=O)CC(C)CC(=O)NCc2ccccc2)c(OC)c1 (stereo not given) | 2.3 | -2 | 1.9 | 2 | 101 | 6 |
| 2 | COc1cc(C(=O)OCc2csc(CC(=O)Nc3cc(C)ccc3C)n2)ccc1OC(F)F | . | -1 | . | -11 | 97 | -2 |
| 3 | O=C1CS/C(=N/N=C/c2ccccc2)N1Cc1ccco1 | -1.1 | 4 | -0.5 | 9 | 108 | -6 |
| 4 | Cn1c(=O)[nH]c(=O)c2c1nc(NCc1ccco1)n2Cc1ccccc1Cl | 2.5 | -2 | 3.0 | -6 | 103 | 20 |
| 5 | COc1ccc(-n2c(C)cc(C(=O)COc3ccc(-n4cnnn4)cc3)c2C)cc1 | -1.6 | -4 | 1.6 | -46 | 99 | 9 |
| 6 | Nc1ccc2oc(-c3ccccc3Cl)nc2c1 | -1.9 | 0 | 1.9 | 19 | 118 | 4 |
| 7 | COc1ccc(NC(=O)C2C3C=CC4(O3)C2C(=O)N(CCN2CCCCC2C)C4C(=O)NC2CCCC(C)C2C)cc1 (stereo not given) | 0.2 | -2 | 3.6 | -17 | . | -14 |
| 8 | Cc1ccc(NC(=O)CN2C(=O)NC3(CCCc4ccccc43)C2=O)cc1S(=O)(=O)N1CCOCC1 (stereo not given) | 1.6 | 0 | 1.5 | 0 | 102 | -9 |
| 9 | CC1CCCC(NC(=O)COC(=O)Cc2ccc(Cl)cc2)C1C (stereo not given) | -0.3 | -5 | -1.2 | 24 | 112 | -8 |
| 10 | CCNC(=S)N(CCN(C)C)Cc1cc2cc3c(cc2[nH]c1=O)OCO3 | 1.1 | 1 | 2.8 | -1 | 102 | 6 |
| 11 | O=C(NCC(c1ccco1)N1CCc2ccccc2C1)c1cccc(Br)c1 (stereo not given) | 0.4 | -2 | 2.3 | -7 | 96 | -3 |
| 12 | Cc1ccc(S(=O)(=O)NNC(=S)Nc2ccccc2)cc1 | 1.6 | -5 | 1.6 | 10 | 107 | 13 |

| entry | OPRM1-OPRD1 ag | SUMO Mot1 rescue | phage Ecoli inh | PKA-R1A act | HTR5A inv ctr |
| --- | --- | --- | --- | --- | --- |
| 1 | -1.3 | -3 | 3.7 | -7 | 6 |
| 2 | 0.4 | . | -0.5 | -17 | 5 |
| 3 | 1.1 | -8 | 2.6 | -2 | 3 |
| 4 | -3.9 | -6 | 1.7 | -7 | 9 |
| 5 | -2.0 | 43 | -0.2 | -4 | 10 |
| 6 | -0.8 | 94 | 4.0 | -8 | -32 |
| 7 | 1.8 | -3 | 0.2 | -2 | 5 |
| 8 | 1.6 | -6 | 3.1 | -3 | -1 |
| 9 | 2.0 | 21 | -0.6 | -4 | 12 |
| 10 | -1.2 | 125 | 2.4 | 3 | -4 |
| 11 | 0.6 | 6 | 2.1 | -8 | -2 |
| 12 | -2.3 | -2 | 0.7 | 5 | -15 |

9 successive records from above, quoted:
| entry | SMILES | E coli growth | HTR5A ag ctr | AddAB inh | PfHsp90 set2 | DSG3 Ab inh | MOR-DOR inv ag |
| --- | --- | --- | --- | --- | --- | --- | --- |
| 4 | Cn1c(=O)[nH]c(=O)c2c1nc(NCc1ccco1)n2Cc1ccccc1Cl | 2.5 | -2 | 3.0 | -6 | 103 | 20 |
| 5 | COc1ccc(-n2c(C)cc(C(=O)COc3ccc(-n4cnnn4)cc3)c2C)cc1 | -1.6 | -4 | 1.6 | -46 | 99 | 9 |
| 6 | Nc1ccc2oc(-c3ccccc3Cl)nc2c1 | -1.9 | 0 | 1.9 | 19 | 118 | 4 |
| 7 | COc1ccc(NC(=O)C2C3C=CC4(O3)C2C(=O)N(CCN2CCCCC2C)C4C(=O)NC2CCCC(C)C2C)cc1 (stereo not given) | 0.2 | -2 | 3.6 | -17 | . | -14 |
| 8 | Cc1ccc(NC(=O)CN2C(=O)NC3(CCCc4ccccc43)C2=O)cc1S(=O)(=O)N1CCOCC1 (stereo not given) | 1.6 | 0 | 1.5 | 0 | 102 | -9 |
| 9 | CC1CCCC(NC(=O)COC(=O)Cc2ccc(Cl)cc2)C1C (stereo not given) | -0.3 | -5 | -1.2 | 24 | 112 | -8 |
| 10 | CCNC(=S)N(CCN(C)C)Cc1cc2cc3c(cc2[nH]c1=O)OCO3 | 1.1 | 1 | 2.8 | -1 | 102 | 6 |
| 11 | O=C(NCC(c1ccco1)N1CCc2ccccc2C1)c1cccc(Br)c1 (stereo not given) | 0.4 | -2 | 2.3 | -7 | 96 | -3 |
| 12 | Cc1ccc(S(=O)(=O)NNC(=S)Nc2ccccc2)cc1 | 1.6 | -5 | 1.6 | 10 | 107 | 13 |

| entry | OPRM1-OPRD1 ag | SUMO Mot1 rescue | phage Ecoli inh | PKA-R1A act | HTR5A inv ctr |
| --- | --- | --- | --- | --- | --- |
| 4 | -3.9 | -6 | 1.7 | -7 | 9 |
| 5 | -2.0 | 43 | -0.2 | -4 | 10 |
| 6 | -0.8 | 94 | 4.0 | -8 | -32 |
| 7 | 1.8 | -3 | 0.2 | -2 | 5 |
| 8 | 1.6 | -6 | 3.1 | -3 | -1 |
| 9 | 2.0 | 21 | -0.6 | -4 | 12 |
| 10 | -1.2 | 125 | 2.4 | 3 | -4 |
| 11 | 0.6 | 6 | 2.1 | -8 | -2 |
| 12 | -2.3 | -2 | 0.7 | 5 | -15 |

(list continues)
| entry | SMILES | E coli growth | HTR5A ag ctr | AddAB inh | PfHsp90 set2 | DSG3 Ab inh | MOR-DOR inv ag |
| --- | --- | --- | --- | --- | --- | --- | --- |
| 13 | COc1ccc(N=Nc2nc3cc(Br)c(Br)cc3n2C)c(OC)c1 | -3.5 | 0 | 0.4 | -1 | 113 | 23 |
| 14 | O=[N+]([O-])c1ccc(-c2ccc(/C=N/c3c(-c4ccco4)nc4ccccn34)o2)cc1 | -2.7 | -1 | 1.8 | 24 | 96 | -4 |
| 15 | CCOc1ccc(OCCC(=O)N(CC)CC(=O)Nc2ccccc2OC)cc1 | . | 5 | . | -24 | 118 | 3 |
| 16 | O=C(Nc1ccc([N+](=O)[O-])cn1)C1CC2CCC1C2 (stereo not given) | 0.7 | 2 | 0.0 | -18 | 99 | -1 |
| 17 | O=C1c2ccccc2C(=O)N1CCCCSc1nnc(-c2ccc(OC(F)F)cc2)o1 | -0.3 | -3 | -1.6 | . | 106 | -25 |
| 18 | COc1cccc(CSc2nnc(-c3ccncc3)n2C)c1 | 0.7 | 7 | 5.5 | -6 | 106 | 10 |
| 19 | Clc1ccc(CN(Cc2ccccc2)C(c2cccs2)c2nnnn2C2CCCC2)cc1 (stereo not given) | -1.8 | 2 | 0.2 | -18 | 106 | 9 |
| 20 | O=C1CN(S(=O)(=O)c2ccc(F)cc2)c2ccccc2N1 | -0.6 | 9 | 1.9 | 7 | 108 | 8 |
| 21 | CCN(Cc1ccncc1)Cc1c(O)ccc2ccccc12 | . | 5 | . | 2 | . | -5 |
| 22 | Cc1c(Cl)cccc1NC(=O)CCN1CCN(CCO)CC1 | . | 2 | . | 8 | 97 | 15 |

| entry | OPRM1-OPRD1 ag | SUMO Mot1 rescue | phage Ecoli inh | PKA-R1A act | HTR5A inv ctr |
| --- | --- | --- | --- | --- | --- |
| 13 | -4.3 | -12 | 3.2 | -1 | -4 |
| 14 | 0.8 | -6 | -0.4 | -4 | -4 |
| 15 | -0.6 | . | 4.0 | 5 | -13 |
| 16 | 0.1 | -4 | -0.6 | 6 | -6 |
| 17 | 4.3 | -15 | 1.2 | -12 | -26 |
| 18 | -1.7 | -9 | 0.7 | 8 | -14 |
| 19 | -1.7 | 657* | 0.8 | -2 | -16 |
| 20 | -1.6 | 10 | -0.4 | -1 | -32 |
| 21 | 1.1 | . | -0.7 | -1 | -14 |
| 22 | -3.1 | -17 | -0.7 | -2 | -8 |
